From PubChem
Apoferritin bind = binds horse apoferritin like a general anesthetic; P02791; apoferritin/1-aminoanthracene competitive binding, fluorescence; Potency, µM (highest dose often 77.5 µM), without a hit: top-dose activity change, negative = displacement, most hits filed as inhibitors; hit rate 0.074% among 350,000; note: potency is the fitted concentration of half-maximal effect; % is set by controls: 0 for no effect and ±100 for the full control effect; nearly all actives have a fitted effect of over 20% in size
Target sequence (P02791 2-175 limits assumed): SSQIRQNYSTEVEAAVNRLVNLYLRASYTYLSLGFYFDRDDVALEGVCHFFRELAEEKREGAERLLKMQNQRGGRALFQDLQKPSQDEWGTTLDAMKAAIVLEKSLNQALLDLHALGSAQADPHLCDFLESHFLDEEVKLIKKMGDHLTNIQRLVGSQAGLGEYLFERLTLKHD
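Horse-spleen apoferritin (10 uM) was mixed with 50% saturated 1-aminoanthracene in PBS, exposed to compounds for 10 min at room temperature, and read for fluorescence (ex 380 nm, em 535 nm). Competitive displacement was fitted with a four-parameter Hill equation.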
Pol kappa inh = blocks human DNA polymerase kappa activity; Q9UBT6; purified Pol kappa, fluorescent DNA synthesis assay, 10 min; Potency, µM (series often up to 107 µM), for the others: at the top dose activity, negative = inhibition, hits mostly inhibitors; hit rate 0.53% among 400,000; AID 588579; note: potency is the fitted concentration of half-maximal effect; % is set by controls: 0 for no effect and ±100 for the full control effect
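Kinetic fluorescence readout at 0 and 10 min followed reaction start with substrate at 50 nM final. Beforehand, enzyme (10 nM Pol kappa) stood 15 min with compound at room temperature; buffer-only wells were negative controls.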
Pol eta inh = inhibitors of human DNA polymerase eta; Potency, µM (top dose mostly 114 µM), for inactives: top-dose activity change, negative = inhibition, most hits filed as inhibitors; hit rate 1.2% among 390,000; AID 588591; recombinant Pol eta, fluorescent DNA replication assay; note: potency is the fitted concentration of half-maximal effect; % is set by controls: 0 for no effect and ±100 for the full control effect
Target sequence (Q9Y253 whole entry, looked up): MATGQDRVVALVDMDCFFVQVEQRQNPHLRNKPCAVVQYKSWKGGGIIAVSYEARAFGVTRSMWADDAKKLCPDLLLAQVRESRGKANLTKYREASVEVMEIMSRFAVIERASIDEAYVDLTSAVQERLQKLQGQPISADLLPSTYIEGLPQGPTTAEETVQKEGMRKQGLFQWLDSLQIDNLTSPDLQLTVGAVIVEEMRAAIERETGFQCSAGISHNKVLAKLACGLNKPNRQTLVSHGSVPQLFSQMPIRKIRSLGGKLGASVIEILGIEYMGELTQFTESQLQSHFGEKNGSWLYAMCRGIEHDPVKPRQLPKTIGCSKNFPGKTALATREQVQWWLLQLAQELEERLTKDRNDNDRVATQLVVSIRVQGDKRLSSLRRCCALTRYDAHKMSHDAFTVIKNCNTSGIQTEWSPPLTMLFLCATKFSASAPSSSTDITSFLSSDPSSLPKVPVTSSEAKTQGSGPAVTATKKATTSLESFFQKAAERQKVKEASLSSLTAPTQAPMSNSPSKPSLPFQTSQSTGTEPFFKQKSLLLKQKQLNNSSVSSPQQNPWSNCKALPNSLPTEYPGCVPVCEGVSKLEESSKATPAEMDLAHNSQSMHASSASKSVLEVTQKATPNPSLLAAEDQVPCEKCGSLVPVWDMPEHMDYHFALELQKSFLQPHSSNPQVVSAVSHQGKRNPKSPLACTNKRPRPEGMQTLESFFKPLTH
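Pol eta at 10 nM preincubated with compounds 15 min at room temperature; reaction started with fluorescent substrate (50 nM final) and read kinetically at 0 and 10 min.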
BLM inh = blocks DNA unwinding by human BLM helicase. P54132. recombinant BLM DNA unwinding, fluorescence dequenching. Potency, µM (highest dose often 56.1 µM), for the others: at the top dose activity change, negative = inhibition, hits mostly inhibitors. hit rate 0.2% among 350,000. AID 2528;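 note: potency is the fitted concentration of half-maximal effect; plate controls were vehicle for no effect and no enzyme for full effect; nearly all actives have a fitted effect of over 35% in size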
POLI inh = blocks human DNA polymerase iota activity; Q9UNA4; Potency, µM (doses to about 115 µM), without a hit: at the top dose activity, negative = inhibition, usual class: inhibitors; Pol iota fluorescent replication assay, 10 min; hit rate 1% among 390,000; note: potency is the fitted concentration of half-maximal effect
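Pol iota at 10 nM preincubated 15 min with compounds at room temperature; reaction started with fluorescent substrate, 50 nM final. Fluorescence read kinetically at 0 and 10 min; buffer-only wells as negative control.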
Pol beta inh = blocks human DNA polymerase beta activity; AID 485314; Pol beta primer extension/strand displacement, fluorescence kinetic; hit rate 1.3% among 340,000; P06746; Potency, µM (top dose mostly 114 µM), for inactives: at the highest dose activity change, negative = inhibition, most hits filed as inhibitors; note: potency is the fitted concentration of half-maximal effect; % is set by controls: 0 for no effect and ±100 for the full control effect
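Pol beta (10 nM) and compounds were preincubated 15 min at room temperature, then 50 nM substrate (final) started primer extension/strand displacement. Reads were taken at 0 and 10 min; concentration-response data were fitted to a four-parameter Hill equation.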
APE1 inh = APE1 (human) endonuclease inhibition | Potency, µM (top dose mostly 65.8 µM), without a hit: at the top dose activity change, negative = inhibition, hits mostly inhibitors | AID 2517 | recombinant APE1, TAMRA/BHQ-2 abasic DNA cleavage fluorescence | P27695 | hit rate 0.35% among 350,000;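 note: potency is the fitted concentration of half-maximal effect; plate controls were vehicle for no effect and reference inhibitor for full effect; nearly all actives have a fitted effect of over 55% in size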
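Incision of a quenched TAMRA/BHQ-2 THF abasic-site duplex (50 nM) by 0.75 nM APE1, after 15 min compound preincubation, measured as fluorescence increase over three 60 s reads. Values normalized to buffer, DMSO and NSC13755 control wells.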
LDHA block = LDHA (human) enzyme inhibition. purified LDHA, NADH/diaphorase-resazurin fluorescence; stronger effect = lower value. activity change, % (values are at about 110 or 230 µM). hit rate 0.15% among 480,000; in the data active = activity change below about -30%; inconclusive = mostly about -25% to -30%;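 note: plate controls were DMSO wells for no effect and wells without enzyme for full effect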
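Human LDH5 at 2 nM final in Tris HCl pH 7.4 with 0.06 mM NADH and 0.2 mM pyruvate, reacted 5 minutes at room temperature. Remaining NADH coupled via diaphorase/resazurin; resorufin fluorescence read at 0 and 20 minutes, normalized to enzyme-free and DMSO wells.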
GRP78 ERSR act = inducers of ER stress response in human glioma cells; U87-MG GRP78 promoter luciferase reporter, 16 h; hit rate 0.02% among 420,000; Potency, µM, inactives show at the highest dose activation, hits mostly activators; note: potency is the fitted concentration of half-maximal effect; series mostly up to about 76 µM; % of control where 0% means no effect; nearly all actives have a fitted effect of over 35% in size
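Stably transfected U87-MG human glioma cells carrying a GRP78-based luminescent sensor were seeded at 1000 cells/well, pin-dosed with compounds and incubated 16 h. Luciferase reagent was then added, and end-point luminescence was read after 10 min at room temperature.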
* marks the source's active call; other numbers are inactive results; [ ] = dose if it differs, or a comment. Unless noted, calls come from the whole dose curve; as a rule, active = well fitted curve in the direction sought with a large enough effect; inconclusive = small, poorly fitted or top-dose-only effect, or another doubt; inactive = no such curve, though single readings can be large; an effect the other way counts as inactive or inconclusive. An excerpt (hit frequency here may not be typical).

`Cc1ccc(C)c(OCCC(=O)Nc2ccccc2C(=O)NC2CC2)c1` gave Pol kappa inh -2%, Pol eta inh -10%, POLI inh 44%[activator], APE1 inh 3%, LDHA block -5 and GRP78 ERSR act 0%.
CCN1CCc2c(sc(NC(=O)CSc3ccccc3)c2-c2nc3ccccc3s2)C1 was read as Apoferritin bind 60%[activator], Pol kappa inh -6%, Pol eta inh -10%, BLM inh -9%, POLI inh -9%, Pol beta inh 2%, LDHA block -2 and GRP78 ERSR act 0%.
`Cc1c(/C=N/NC(=O)COc2ccccc2[N+](=O)[O-])c2ccccc2n1C` gave Apoferritin bind -11%, Pol kappa inh -5%, Pol eta inh -3%, BLM inh -13%, POLI inh 9%, Pol beta inh 1%, APE1 inh 2%, LDHA block -6 and GRP78 ERSR act -4%.
`CCC(=O)Nc1c(S(=O)(=O)c2ccccc2)c2nc3ccccc3nc2n1Cc1ccccc1` gave Apoferritin bind 98%[activator], Pol kappa inh -26%, Pol eta inh -15%, BLM inh -4%, POLI inh inconclusive, Pol beta inh 5%, APE1 inh -3%, LDHA block 17 and GRP78 ERSR act -2%.
For Cc1cc(Nc2ccc(Br)cc2)n2nc(-c3ccccc3C)nc2n1 the results were Apoferritin bind -8%, Pol kappa inh -5%, Pol eta inh -15%, BLM inh -4%, POLI inh 9%, Pol beta inh 33%, LDHA block -9 and GRP78 ERSR act -1%.
Screening CC1(C#CC[N+]2(C)CCCCC2)CCC2C(O1)c1ccccc1OC2(C)C (centres undefined) returned Apoferritin bind -5%, Pol kappa inh 5%, Pol eta inh -10%, BLM inh -6%, POLI inh 40µM*, Pol beta inh 0%, APE1 inh 5%, LDHA block -1 and GRP78 ERSR act 0%.
Screening O=C1C=C(c2ccccc2)C[C@@H](c2ccc(Cl)cc2)C1 returned Pol kappa inh 8%, Pol eta inh -10%, POLI inh 16%, APE1 inh 19%, LDHA block 5 and GRP78 ERSR act 2%.
Screening Cc1sc2nc(CSCC(=O)NC3(C#N)CCCCC3)[nH]c(=O)c2c1C returned Pol kappa inh -7%, Pol eta inh -9%, POLI inh inconclusive, APE1 inh 3%, LDHA block 1 and GRP78 ERSR act -6%.
Screening CCC(Sc1nc2cc(OC)c(OC)cc2c(=O)n1CCc1ccc(OC)c(OC)c1)C(=O)NCCOC (centres undefined) returned Apoferritin bind -7%, Pol kappa inh -14%, Pol eta inh -2%, BLM inh -2%, POLI inh 95%[activator], Pol beta inh -1%, APE1 inh 7%, LDHA block -6 and GRP78 ERSR act -2%.
CC1Cc2ccccc2N1C(=O)COC(=O)/C=C/c1cccc(F)c1 (centres undefined) was read as Pol kappa inh -7%, Pol eta inh -30%, POLI inh 22%, APE1 inh -14%, LDHA block -3 and GRP78 ERSR act -3%.
COc1ccc(OCC(=O)N2CCCC2=O)c([N+](=O)[O-])c1 was read as Apoferritin bind -11%, Pol kappa inh 3%, Pol eta inh 3%, BLM inh -10%, POLI inh 2%, Pol beta inh 13%, APE1 inh 28%, LDHA block -1 and GRP78 ERSR act 4%.
Screening CNC(=S)N(Cc1ccco1)Cc1cc2cc3c(cc2[nH]c1=O)OCCO3 returned Apoferritin bind -16%, Pol kappa inh -5%, Pol eta inh -5%, BLM inh 0%, POLI inh 6%, Pol beta inh -1%, APE1 inh -6%, LDHA block -3 and GRP78 ERSR act -2%.
For CCCCn1c(N)c(N(CC(C)C)C(=O)c2ccc(OCc3c(C)noc3C)cc2)c(=O)[nH]c1=O the results were Pol kappa inh -5%, Pol eta inh -9%, POLI inh 33%[activator], APE1 inh 19%, LDHA block -3 and GRP78 ERSR act -1%.
For C=C1CSc2nc(=O)c3c4c(sc3n21)CCCC4 the results were Apoferritin bind -13%, Pol kappa inh -24%, Pol eta inh inconclusive, BLM inh 2%, POLI inh inconclusive, Pol beta inh -1%, APE1 inh 3%, LDHA block -4 and GRP78 ERSR act -3%.
`CC(C)N1CCN(C(=O)c2cccc(Cl)c2)CC1` gave Apoferritin bind 2%, Pol kappa inh 2%, Pol eta inh -5%, BLM inh 2%, POLI inh 68%[activator], Pol beta inh 36%, APE1 inh -9%, LDHA block -19 and GRP78 ERSR act -7%.
Cc1ccc([C@@H]2CC=C(C(=O)O)[C@H](c3ccc(Br)cc3)N2S(=O)(=O)c2ccccc2C)cc1 was read as Pol kappa inh -35%, Pol eta inh inconclusive, POLI inh 0%, APE1 inh 3%, LDHA block -6 and GRP78 ERSR act 2%.
Screening O=S(=O)(NCC(c1cccs1)S(=O)(=O)c1ccccc1)c1ccc(F)cc1 (centres undefined) returned Apoferritin bind -11%, Pol kappa inh -1%[60.1 µM], Pol eta inh -26%, BLM inh -3%, POLI inh 20%, Pol beta inh inconclusive, LDHA block 4 and GRP78 ERSR act -1%.
For CCOC(=O)c1c(C)[nH]c(C(=O)COC(=O)c2ccccc2NC(=O)c2ccco2)c1C the results were Apoferritin bind -8%, Pol kappa inh -8%, Pol eta inh 6%, BLM inh -5%, POLI inh 7%, Pol beta inh 39%, APE1 inh 12%, LDHA block -5 and GRP78 ERSR act -4%.
For CCc1ccc(-n2c(SCC(=O)N3Cc4ccccc4CC3C(=O)O)nnc2-c2ccncc2)cc1 (centres undefined) the results were Apoferritin bind 2%, Pol kappa inh -8%, Pol eta inh 22µM*, BLM inh 0%, POLI inh 33%[activator], Pol beta inh 3%, APE1 inh -3%, LDHA block -1 and GRP78 ERSR act 0%.
Screening CN(C)c1ccc(C(CNC(=O)c2ccccc2Cl)N2CCc3ccccc32)cc1 (centres undefined) returned Apoferritin bind 48%[activator], Pol kappa inh -3%[60.1 µM], Pol eta inh -10%, BLM inh -8%, POLI inh 5%, Pol beta inh 22%, LDHA block -2 and GRP78 ERSR act -3%.
Cc1ccc(S/C(=N/S(=O)(=O)c2ccc(Cl)cc2)c2ccccc2)cc1 was read as Pol kappa inh 5%, POLI inh -1%, LDHA block -5 and GRP78 ERSR act 0%.
For O=C(CS(=O)(=O)c1ccccc1)Nc1ccc(Cl)cn1 the results were Apoferritin bind -21%, Pol kappa inh -8%, Pol eta inh -20%, BLM inh -2%, POLI inh 43%[activator], Pol beta inh 2%, APE1 inh -1%, LDHA block -3 and GRP78 ERSR act 7%.
`CC(C)(C)C(=O)O/N=C(\N)c1ccc(Oc2cc(Cl)cc(Cl)c2)c([N+](=O)[O-])c1` gave Apoferritin bind -13%, Pol kappa inh -7%, Pol eta inh -25%, BLM inh -5%, POLI inh 48%[activator], Pol beta inh 0%, APE1 inh -1%, LDHA block -2 and GRP78 ERSR act 8%.
Screening NC1=C(c2ccc([N+](=O)[O-])cc2)C(=O)CO1 returned Apoferritin bind -4%, Pol kappa inh -4%, Pol eta inh -5%, BLM inh 8%, POLI inh 62%[activator], Pol beta inh 0%, APE1 inh 5%, LDHA block -5 and GRP78 ERSR act -4%.
`CCOCC(=O)NCc1ccc2c(c1)cc(C)n2C` gave Apoferritin bind -13%, Pol kappa inh 0%, Pol eta inh 1%, BLM inh -3%, POLI inh 16%, Pol beta inh 1%, APE1 inh 1%, LDHA block 5 and GRP78 ERSR act -2%.
Screening O=C(Cc1c(F)cccc1Cl)NCC1CCCO1 (centres undefined) returned Apoferritin bind -4%, Pol kappa inh -7%, Pol eta inh 1%, BLM inh 2%, POLI inh 30%, Pol beta inh 21%, APE1 inh 1%, LDHA block -11 and GRP78 ERSR act -4%.
CC(=O)c1ccc(OCc2cc(C(=O)NC(C)c3cnn(C)c3)no2)cc1 (centres undefined) was read as Apoferritin bind inconclusive, Pol kappa inh 4%, Pol eta inh -16%, BLM inh -3%, POLI inh 17%, Pol beta inh 27%, APE1 inh 49%[activator], LDHA block -2 and GRP78 ERSR act 4%.
`CN1CCN(C(=O)c2cc3c(ccc4ccccc43)oc2=O)CC1` gave Apoferritin bind 354%[activator], Pol kappa inh -13%, Pol eta inh -2%, BLM inh 15%, POLI inh 6%, Pol beta inh 17%, APE1 inh 1%, LDHA block 4 and GRP78 ERSR act -4%.
Screening COc1ccccc1-c1nnc(SCC(=O)Nc2ccc(N3CCOCC3)cc2)n1N returned Pol kappa inh inconclusive, Pol eta inh inconclusive, POLI inh inconclusive, APE1 inh 52%[activator], LDHA block -6 and GRP78 ERSR act 2%.
Screening O=C(C1CCC(=O)N(C2CC2)C1)N1CCC(Oc2cccc(C(F)(F)F)c2)CC1 (centres undefined) returned Apoferritin bind -14%, Pol kappa inh 5%, Pol eta inh -19%, BLM inh -2%, POLI inh 23%, Pol beta inh -1%, APE1 inh 32%, LDHA block -1 and GRP78 ERSR act inconclusive.
Screening CN1CCN(c2ccc(Cl)cc2NC(=O)c2cc(=O)[nH]c3ccccc23)CC1 returned Pol kappa inh -1%, Pol eta inh -21%, POLI inh 35%[activator], APE1 inh 17%, LDHA block -5 and GRP78 ERSR act -4%.

3 compounds out of the list, arranged by molar mass, smallest number first.
`CC(C)N1CCN(C(=O)c2cccc(Cl)c2)CC1` gave Apoferritin bind 2%, Pol kappa inh 2%, Pol eta inh -5%, BLM inh 2%, POLI inh 68%[activator], Pol beta inh 36%, APE1 inh -9%, LDHA block -19 and GRP78 ERSR act -7%.
Screening Cc1sc2nc(CSCC(=O)NC3(C#N)CCCCC3)[nH]c(=O)c2c1C returned Pol kappa inh -7%, Pol eta inh -9%, POLI inh inconclusive, APE1 inh 3%, LDHA block 1 and GRP78 ERSR act -6%.
Screening COc1ccccc1-c1nnc(SCC(=O)Nc2ccc(N3CCOCC3)cc2)n1N returned Pol kappa inh inconclusive, Pol eta inh inconclusive, POLI inh inconclusive, APE1 inh 52%[activator], LDHA block -6 and GRP78 ERSR act 2%.
